# RNase H inhibition: RNase H inhibition, HIV 1 Gag Pol polyprotein, FRET biochemical assay, screening (AID 372); HIV-1 RT RNase H, FRET RNA/DNA substrate fluorescence; higher % means a stronger effect; inhibition, % at 10 µM, or IC50 in µM where a hit was titrated; 100,000 compounds, 0.77% hits; in the data active = inhibition above about 50%
# Active calls of the source: *. Not all compounds are listed; count on the stated rates, not on these rows.
SMILES,RNase H inhibition
CCOC(=O)C1CCN(C(=O)Nc2ccccc2)CC1,5%
O=C(Nc1ccc(Cl)cc1)c1ccc(Cl)c([N+](=O)[O-])c1,14%
O=c1[nH]cc(NN=c2c(=O)c3ccccc3c2=O)c(=O)[nH]1,28%
CCCC12C(=O)C(C)(C(c3ccccc3)=C1c1ccccc1)C1C(=O)N(c3cccc(Br)c3)C(=O)C12 (centres undefined),3%
CCN(CC)CCSc1nc2sc3c(c2c(=O)n1-c1ccccc1)CC(C)(C)OC3,8%
Cc1ccc([N+](=O)[O-])cc1NS(=O)(=O)Cc1ccccc1,0%
O=C(Nc1ccccc1)O/N=C/c1ccccc1,0%
CC1(C)CC(=NNC(=O)c2ccc(Br)o2)CC(C)(C)N1,8%
Nc1ccc2nc(SCC(=O)Nc3ccc4nc(SCC(=O)NC5CC5)sc4c3)sc2c1,12%
CCN(CC)CCCCCCOc1ccccc1C(C)(C)C,20%
Cc1nc(-c2ccccc2)nc(N/N=C/c2ccc(N(C)C)cc2)c1C,25%
O=C(Cc1ccccc1)Nc1cccc(-c2nnc(-c3cccc(NC(=O)Cc4ccccc4)c3)o2)c1,25%
COc1ccc(OC)c(/C=C2\C(=O)NC(=O)N(c3ccccc3C)C2=O)c1,2%
N#C/C(=C\c1ccc(Cl)cc1Cl)c1nc(-c2ccc(Br)cc2)cs1,15%
CCOC(=O)C(Oc1cc2oc(=O)c3c(c2cc1Cl)CCCC3)c1ccccc1 (centres undefined),12%
COc1cc(C(=O)Nc2ccc(C(C)C)cc2)c([N+](=O)[O-])cc1OC,9%
CCOc1ccc(C=Nc2cccc([N+](=O)[O-])c2)cc1,4%
CCOC(=O)C1=C(C)N=c2s/c(=C\c3ccc(-c4ccc(Cl)c(Cl)c4)o3)c(=O)n2C1c1ccc(OC)cc1OC (centres undefined),10%
Cc1cccc(N2C(=O)/C(=C/c3cc([N+](=O)[O-])cc(Br)c3O)SC2=S)c1,25%
Cn1c(SCc2ccc(Cl)cc2)nnc1-c1cccc(NC(=O)c2ccccc2F)c1,23%
CCOc1ccccc1/C=C(\C#N)c1nc(-c2ccc(Cl)c(Cl)c2)cs1,10%
COc1cc(/C=N/NC(=O)/C(=C\C=C\c2ccccc2)NC(=O)c2ccccc2)cc(OC)c1O,27%
O=[N+]([O-])c1cccc(/C=C/C=N/Nc2nc(N3CCOCC3)nc(N3CCOCC3)n2)c1,2%
COc1ccc(C(=O)/C=C/c2cn(Cc3ccccc3)c3ccccc23)cc1,29%
Cc1c(NC(=S)NC(=O)/C=C/c2ccccc2)cccc1-c1nc2ncccc2o1,52%*
COc1ccc(-n2c(C)c([N+](=O)[O-])c3ccc(O)c(CN(CCO)CCO)c32)cc1,21%
COc1ccc([N+](=O)[O-])cc1NCc1cc(F)ccc1F,12%
CC1Cc2ccccc2N1C(=O)c1ccc(N2CCCCC2)c([N+](=O)[O-])c1 (centres undefined),12%
CS(=O)(=O)N(CC(=O)N1CCCCCC1)c1cccc(Br)c1,0%
O=C(O)CN1C(=O)/C(=C\c2ccccc2OCc2ccccc2)SC1=S,1%
N#C/C(=C\c1ccc(Cl)cc1Cl)C(=O)NC(=O)Oc1ccc(F)cc1,13%
COc1ccc(Cl)cc1C(=O)Nc1ccc(Cl)cc1,4%
COCCNC(=O)CN(c1cccc([N+](=O)[O-])c1)S(=O)(=O)c1ccccc1,2%
COc1ccc(S(=O)(=O)N2CCN(S(C)(=O)=O)CC2)cc1,0%
COc1cccc(CN2CCN(Cc3ccc4ccccc4c3)CC2)c1,0%
O=C(C[n+]1ccc2ccccc2c1)c1ccc2c(c1)Cc1ccccc1-2,14%
CCOc1ccc(N(CC(=O)NCCCOC)S(=O)(=O)c2ccc(SC)cc2)cc1,0%
Cc1cccc(OCC2=N/C(=C\N(C)C)C(=O)O2)c1,7%
Nc1n[nH]c(N)c1N=Nc1ccccc1F,6%
COc1ccc(/C=N\NC(=O)COc2cccc(Cl)c2)cc1I,20%
CCCOc1ccc(/C=N/N2CCN(Cc3cccc4ccccc34)CC2)cc1,9%
CCCCOc1ccc(S(=O)(=O)N2CCC(C)CC2)cc1,6%
CN1CCC(=NNC(=O)C(=O)Nc2ccc(Br)cc2)CC1,0%
CCOc1ccc(S(=O)(=O)N(CC(=O)Nc2ccc(OC)cc2OC)c2ccc(C)cc2)cc1,15%
O=C(O)C/C=C1/Nc2ccc([N+](=O)[O-])cc2OC1=O,2%
Cc1ccc(/C=C2\C(=O)NC(=S)N(c3ccc(Cl)c(Cl)c3)C2=O)o1,11%
CC1(O)N(CC(=O)c2cccs2)C(=O)OC12CCCCC2 (centres undefined),9%
O=C(c1ccc2c(c1)OCCO2)N1CCCCC1,18%
CCC(=O)NC(Nc1ccccc1C(F)(F)F)C(Cl)(Cl)Cl (centres undefined),0%
CCN(CC)c1ccc(C2Nc3cccc4cccc(c34)N2)cc1,14%
CCOc1ccc(/C=C2\C(=O)NC(=O)N(c3cccc(Br)c3)C2=O)cc1Cl,17%
CN1C(=O)NC(=O)/C(=C\c2cccc(O)c2)C1=O,6%
CCOC(=O)Nc1nnc(CC(C)C)s1,0%
COc1cccc(N/C(=N/S(=O)(=O)c2ccc(C)cc2)Nc2nc(C)cc(C)n2)c1,8%
O=C(CSc1nc2ccccc2[nH]1)N/N=C/c1ccccc1Br,16%
CC1(C)CC(=O)C2=C(C1)OC(N)=C(C#N)C2C1CCCCC1 (centres undefined),11%
COc1ccc(OC)c(S(=O)(=O)NCc2ccccn2)c1,2%
N/C(=N/OCc1cccc([N+](=O)[O-])c1)c1nonc1N,12%
CCSc1nnc2c(n1)OC(c1ccc(OC)c(O)c1)Nc1ccccc1-2 (centres undefined),11%
CC1=NN(c2ccccc2)C(=O)/C1=C\c1cn(-c2ccccc2)nc1-c1cccnc1,6%

# Carrying on:
SMILES,RNase H inhibition
CCOC(=O)/C(C#N)=C/c1ccc(-c2ccc(Cl)c(Cl)c2)o1,0%
CS(=O)(=O)c1ccc2nc(NC(=O)c3ccccc3)sc2c1,0%
CCOC(=O)c1ccccc1NC(=O)CC1Sc2ccc(C(F)(F)F)cc2NC1=O (centres undefined),47%
CN1CCC(=NNC(=O)C(=O)Nc2ccc(F)cc2)CC1,0%
Cc1ccccc1OCCCCNCCO,0%
CCOC(=O)c1cc(CC)sc1NC(N)=O,0%
Cc1ccc(NC(=O)c2cccnc2)cc1C,2%
O=C(N1CCOCC1)n1cnc2ccccc21,2%
CCOC(=O)C1=C(C)N=c2s/c(=C\c3cccc(OCc4ccc(Cl)cc4)c3)c(=O)n2C1c1ccccc1 (centres undefined),9%
O=C(Cc1ccc(Br)cc1)Nc1cccc(F)c1,15%
O=C(COc1ccc(Br)cc1Cl)N1CCN(c2ccccc2)CC1,19%
CCOC(=O)c1c(NC(=O)CNc2ccc(C)cc2)sc2c1CC(C)(C)OC2,28%
C=CCc1cccc(/C=N\NC(=O)CN2CCN(Cc3ccccc3)CC2)c1O,13%
C=CCN1C(=O)/C(=C/c2ccc(-c3ccc([N+](=O)[O-])cc3C)o2)SC1=S,0%
COc1cc(C(C2=C(O)CC(C)(C)CC2=O)C2C(=O)CC(C)(C)CC2=O)cc(OC)c1OC (centres undefined),0%
O=C(O)CN1C(=O)C(=O)/C(=C(\O)c2ccc(Cl)cc2)C1c1ccccc1[N+](=O)[O-] (centres undefined),17%
CC(C)c1ccc(N(CC(=O)NC(C)c2ccccc2)S(=O)(=O)c2ccccc2)cc1 (centres undefined),10%
N#CC1=C(N)OC2=C(C(=O)CCC2)C1c1ccc(-c2ccccc2)cc1 (centres undefined),3%
N#Cc1ccc(C=Nc2ccccc2C(N)=O)cc1,0%
COc1ccc(Br)cc1/C=N/NC(=O)C1CC(c2ccccc2)(c2ccccc2)C1,9%
COC(=O)c1c(C)nc2n(Cc3ccccc3Cl)c3ccccc3n12,9%
Cc1ccc(C)c(OCC(O)CN2CCN(Cc3ccccc3)CC2)c1 (centres undefined),12%
Cc1ccc(C(=O)NCc2ccccc2)cc1S(=O)(=O)N1CCCCC1,0%
CC1CCc2cc(F)ccc2N1C(=O)Nc1cccc(Cl)c1 (centres undefined),29%
Cc1c(Br)c(C(F)(F)F)nn1CC(=O)N1CCc2ccccc2C1,0%
CS(=O)(=O)N(Cc1ccc(Cl)cc1)c1ccc(C(=O)Nc2ccccc2Br)cc1,14%
Cc1ccc(-c2csc(NC(=O)CCc3ccccc3)n2)cc1,10%
COCCN1C(=O)C(=O)/C(=C(/O)c2ccccc2)C1c1ccc(O)c(OC)c1 (centres undefined),0%
CCOc1ccc(S(=O)(=O)Nc2ccccn2)c2ccccc12,0%
Cc1ccc(NC(=O)c2ccccc2C(=O)O)cc1I,0%
C/C(=N\NC(=O)c1[nH]nc(-c2ccccc2)c1C)c1ccc(O)cc1,23%
CCOC(=O)c1c(N)sc2c1CC(C(C)C)OC2 (centres undefined),13%
COc1ccccc1C(=O)O/N=C1/C(=O)N(C)c2ccccc21,4%
Cc1cc(NC(=O)c2cccc([N+](=O)[O-])c2)ccc1NC(=O)c1ccccc1,13%
CCOC(=O)c1c(NC(=O)c2cc3ccccc3oc2=O)sc(C(=O)CC)c1C,0%
COc1cc(NC(=O)c2ccccc2[N+](=O)[O-])cc(OC)c1,10%
COc1cc(C)ccc1OCCOCCOc1ccc([N+](=O)[O-])cc1,20%
COc1cccc(OCCOCCOc2ccc(Cl)c3ccccc23)c1,22%
Cc1cc(O)ccc1N=Cc1ccc(N2CCOCC2)cc1,15%
O=C(Nc1ccc(-c2ccc(Cl)cc2)cc1)C1CC1,6%
Cc1ccc(-n2[nH]c(C)c(C=Nc3ccc(Cl)cn3)c2=O)cc1,0%
CCOC(=O)C1=C(CC)OC(N)=C(C#N)C1c1ccc(OC)c(OC)c1OC (centres undefined),11%
CC1=NN(c2ccc(C)c(C)c2)C(=O)/C1=C/c1ccc(-c2cc([N+](=O)[O-])ccc2O)o1,20%
O=C(NCC12CC3CC(CC(C3)C1)C2)N1CCOCC1,5%
COc1ccc(C(=O)NC(=S)Nc2ccc(C)c(Cl)c2)cc1Cl,20%
O=[N+]([O-])c1ccc(N2CCCC2)c(Cl)c1N1CCCC1,17%
Cc1ccc(OCCCCOc2cccc3cccnc23)c(I)c1,33%
CCOC(=O)C1=C(O)/C(=C/c2cc(OC)c(OC)c(OC)c2)SC1=Nc1ccc(C)cc1,4%
CN1CCOCCOCCN(C)C1=O,0%
Cc1ccc(OCC(=O)N/N=C\c2cc(Cl)cc(Br)c2O)cc1,0%
COC(=O)c1ccc(N2C(=O)c3ccc4c5c(ccc(c35)C2=O)C(=O)N(c2ccc(C(=O)OC)cc2)C4=O)cc1,14%
C=CCOc1ccc(C=C2C(=O)N(C)C(=O)N(C)C2=O)cc1,6%
C/C(=N\NC(=O)C(C)Sc1nc(C)cc(C)n1)c1ccccc1O (centres undefined),26%
COc1ccc(-c2c(C#N)c(N)nc(SCC(=O)c3ccc(O)c(O)c3)c2C#N)cc1,1.8µM*
CCCOc1ccc(C2NC(=O)NC(C)=C2C(=O)OCCc2ccccc2)cc1OC (centres undefined),16%
COc1ccccc1NC1=NC2(CCCC2)N=C(N)N1,7%
CCOC(=O)C1=C(C)N=c2s/c(=C\c3ccc(-c4ccccc4[N+](=O)[O-])o3)c(=O)n2C1c1ccc(OC)cc1OC (centres undefined),0%
O=C(COC(=O)c1ccc(Cl)c([N+](=O)[O-])c1)c1ccccc1,0%
CC1CCN(C(=O)c2ccccc2NC(=O)c2ccco2)CC1,2%
Cc1ccccc1CNC(=O)c1ccccc1,8%

# Carrying on.
SMILES,RNase H inhibition
O=C(NC1C2CC3CC(C2)CC1C3)c1ccc(Cl)c(Cl)c1 (centres undefined),4%
COc1ccc(NC(=O)CSc2nc3ncccc3[nH]2)c(OC)c1,0%
CCOc1ccccc1OCCOCCOc1cc(C)c(Cl)c(C)c1,17%
CCOC(=O)C(C(=O)NCCNC(=O)C(C(=O)OCC)C1CCCCC1)C1CCCCC1 (centres undefined),12%
CC(=O)N/C(=C\c1ccccc1)C(=O)Nc1cc(Cl)cc(Cl)c1,4%
CCCCCC(=O)NNS(=O)(=O)c1ccc(Cl)cc1,5%
CCCCOC(=O)C1=C(C)NC2=C(C(=O)CC(C)(C)C2)C1c1ccc(Cl)cc1 (centres undefined),7%
COc1cc(/C=N\NC(=O)c2c(C)nc3sccn23)ccc1O,18%
Oc1cccnc1/N=C/c1c(O)ccc2ccccc12,24%
Cc1nccn1S(=O)(=O)c1ccc(Cl)cc1,7%
CCOC(=O)c1c(NC(=O)c2ccc(-c3ccc([N+](=O)[O-])cc3)o2)sc2c1CCCC2,7%
COc1cc(Br)cc(C=C2C(=O)N(C)C(=S)N(C)C2=O)c1O,9%
COc1cccc(C2=NN(C(=O)Cc3ccccc3)C(O)(C(F)(F)F)C2)c1 (centres undefined),18%
O=C(/C=C/c1ccccc1)NC(=S)Nc1cccc(NC(=O)c2ccccc2)c1,14%

# In the list so far, these have bromine:
SMILES,RNase H inhibition
CCCC12C(=O)C(C)(C(c3ccccc3)=C1c1ccccc1)C1C(=O)N(c3cccc(Br)c3)C(=O)C12 (centres undefined),3%
CC1(C)CC(=NNC(=O)c2ccc(Br)o2)CC(C)(C)N1,8%
N#C/C(=C\c1ccc(Cl)cc1Cl)c1nc(-c2ccc(Br)cc2)cs1,15%
Cc1cccc(N2C(=O)/C(=C/c3cc([N+](=O)[O-])cc(Br)c3O)SC2=S)c1,25%
CS(=O)(=O)N(CC(=O)N1CCCCCC1)c1cccc(Br)c1,0%
CN1CCC(=NNC(=O)C(=O)Nc2ccc(Br)cc2)CC1,0%
CCOc1ccc(/C=C2\C(=O)NC(=O)N(c3cccc(Br)c3)C2=O)cc1Cl,17%
O=C(CSc1nc2ccccc2[nH]1)N/N=C/c1ccccc1Br,16%
O=C(Cc1ccc(Br)cc1)Nc1cccc(F)c1,15%
O=C(COc1ccc(Br)cc1Cl)N1CCN(c2ccccc2)CC1,19%
COc1ccc(Br)cc1/C=N/NC(=O)C1CC(c2ccccc2)(c2ccccc2)C1,9%
Cc1c(Br)c(C(F)(F)F)nn1CC(=O)N1CCc2ccccc2C1,0%
CS(=O)(=O)N(Cc1ccc(Cl)cc1)c1ccc(C(=O)Nc2ccccc2Br)cc1,14%
Cc1ccc(OCC(=O)N/N=C\c2cc(Cl)cc(Br)c2O)cc1,0%
COc1cc(Br)cc(C=C2C(=O)N(C)C(=S)N(C)C2=O)c1O,9%

# A second format for some results above.
CCOC(=O)c1c(NC(=O)c2ccc(-c3ccc([N+](=O)[O-])cc3)o2)sc2c1CCCC2
  RNase H inhibition = 7%

CCOC(=O)C(C(=O)NCCNC(=O)C(C(=O)OCC)C1CCCCC1)C1CCCCC1 (centres undefined)
  RNase H inhibition = 12%
